TR-FRET SRC-2 ct – counter-screen for PPARgamma SRC-2 recruitment agonists: TR-FRET artefact. active compounds read high. TR-FRET ratio at 8 µM. 200,000 compounds, 0.4% hits; in the data active = TR-FRET ratio above about 2000; note: inactives centre near 1500
TNAP inh hi DEA – blocks human TNAP under high phosphate acceptor concentration | P05186 | purified TNAP, CDP-star luminescence, 1 M DEA | inhibition, % at 20 µM | 200,000 compounds, 0.03% hits;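 active = over 50% inhibition of tissue-nonspecific alkaline phosphatase at 20 µM in the single-dose screen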;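 note: plate controls were DMSO wells for no effect and EDTA-quenched wells as full inhibition for full effect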
Target sequence (P05186 whole entry, looked up): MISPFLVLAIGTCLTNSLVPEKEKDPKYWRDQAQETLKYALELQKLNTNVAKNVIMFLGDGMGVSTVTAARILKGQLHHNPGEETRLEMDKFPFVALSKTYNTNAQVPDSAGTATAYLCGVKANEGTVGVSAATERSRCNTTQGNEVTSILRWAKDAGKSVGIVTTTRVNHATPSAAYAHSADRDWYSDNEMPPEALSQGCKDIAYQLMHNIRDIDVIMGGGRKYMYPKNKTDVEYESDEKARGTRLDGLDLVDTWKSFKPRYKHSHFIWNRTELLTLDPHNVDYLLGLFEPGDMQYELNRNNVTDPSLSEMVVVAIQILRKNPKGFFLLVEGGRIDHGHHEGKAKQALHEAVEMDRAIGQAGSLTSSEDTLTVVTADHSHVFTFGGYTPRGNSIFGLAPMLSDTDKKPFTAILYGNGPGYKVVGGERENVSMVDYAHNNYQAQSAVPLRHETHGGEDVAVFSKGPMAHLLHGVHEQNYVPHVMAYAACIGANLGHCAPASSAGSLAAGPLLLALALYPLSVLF
HMGR II inh – inhibitors of class II HMG-CoA reductase from Enterococcus faecalis; purified E. faecalis HMGR, NADPH absorbance 340 nm kinetic; inhibition, % at 10 µM; 190,000 compounds, 0.41% hits; AID 1066;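 active = inhibition above a set limit, the median over all tested compounds plus 3 SD, cut at about 9.5% in these data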;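 note: enzyme runs in reverse so mevalonate oxidation gives rising NADPH absorbance; 0% = complete reaction with DMSO and 100% = background rate lacking mevalonate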
PPARg SRC1 recr – agonists of human PPARgamma SRC-1 coactivator recruitment; PPARgamma-SRC-1 coactivator recruitment biochemical assay; activation, % at 8 µM; 200,000 compounds, 0.41% hits; in the data active = activation above about 19%;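 note: 0% = DMSO and 100% = reference agonist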
Target sequence (P37231 whole entry, looked up): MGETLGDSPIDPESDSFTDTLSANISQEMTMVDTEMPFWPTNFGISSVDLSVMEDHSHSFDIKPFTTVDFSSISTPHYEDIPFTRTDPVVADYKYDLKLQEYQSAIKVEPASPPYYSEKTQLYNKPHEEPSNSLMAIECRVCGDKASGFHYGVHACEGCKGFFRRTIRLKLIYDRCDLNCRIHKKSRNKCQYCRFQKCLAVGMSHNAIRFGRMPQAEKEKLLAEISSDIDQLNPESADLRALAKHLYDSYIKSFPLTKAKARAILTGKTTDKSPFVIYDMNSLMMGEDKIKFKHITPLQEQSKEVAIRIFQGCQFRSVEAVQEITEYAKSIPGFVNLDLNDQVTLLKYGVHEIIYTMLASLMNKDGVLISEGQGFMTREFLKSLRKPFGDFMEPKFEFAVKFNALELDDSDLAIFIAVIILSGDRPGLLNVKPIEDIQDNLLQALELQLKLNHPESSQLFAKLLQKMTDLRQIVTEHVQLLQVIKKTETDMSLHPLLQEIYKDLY
bIAP act – increases bovine intestinal alkaline phosphatase activity; purified bovine IAP, CDP-star luminescence, 30 min; active compounds read high; fold of DMSO-control signal, blank-subtracted; activation factor at 20 µM; 200,000 compounds, 0.17% hits; AID 1016;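 active = activation factor of 2 or more at 20 µM, a signal rise over negative controls twice the positive control's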
TNAP inh no acc – inhibitors of human TNAP without phosphate acceptor. P05186. purified TNAP, CDP-star luminescence, 30 min. inhibition, % at 20 µM. 200,000 compounds, 0.26% hits;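 active = tissue-nonspecific alkaline phosphatase inhibition above about 50% at 20 µM in the single-dose screen, limit read from the data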;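 note: 0% = DMSO negative control and 100% = EDTA positive control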
PPARg SRC-2 ag – PPARgamma-driven SRC-2 recruitment agonism. P37231. AID 1032. activation, % at 8 µM. PPARgamma LBD-SRC-2 recruitment, biochemical. 200,000 compounds, 0.34% hits; in the data active = activation above about 22%;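 note: 0% = vehicle and 100% = reference agonist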
PPARg SRC-3 ag – PPARgamma-driven SRC-3 recruitment agonism | biochemical PPARgamma/SRC-3 coactivator recruitment assay | 200,000 compounds, 0.26% hits | P37231 | activation, % at 8 µM | AID 731; in the data active = activation above about 23%;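 note: 0% = DMSO and 100% = reference agonist; some compounds past the cut are filed as inactive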
bIAP inhibitor – blocks bovine intestinal alkaline phosphatase activity; purified bovine IAP, CDP-star luminescence, 30 min; inhibition, % at 20 µM; 190,000 tested, under 10 active;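 active = over 50% inhibition of intestinal alkaline phosphatase at 20 µM in the single-dose screen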
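Incubation: 30 min reaction at room temperature / Material: purified bovine intestinal alkaline phosphatase (IAP) enzyme / Input: enzyme at 1/65,000,000 dilution / Dosing: 20 µM single dose / Signal: CDP-star luminescence signal / Reagent: CDP-star chemiluminescent phosphatase substrate, 30 µM final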
TNAP act hi DEA – activators of human TNAP at high phosphate acceptor concentration | activation factor at 20 µM | 200,000 tested, under 10 active | purified TNAP, CDP-star luminescence, 1 M DEA, 30 min; active compounds read high; 0 = EDTA background, 1 = DMSO-only activity | P05186;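 active = activation factor at least 2 at 20 µM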
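Measured by: Luminescent substrate turnover signal | Test system: Human TNAP | Input: TNAP 1/800 final | Dosing: 20 µM single point | Schedule: 30 min, room temperature | Controls: EDTA wells as negative control, DMSO wells as positive control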
* hit, by the source's call. Compounds as they come; any-hit rate near 1.6%.

item	molecule	TR-FRET SRC-2 ct	TNAP inh hi DEA	HMGR II inh	PPARg SRC1 recr	bIAP act	TNAP inh no acc	PPARg SRC-2 ag	PPARg SRC-3 ag	bIAP inhibitor	TNAP act hi DEA
1	Clc1cccc(Cc2ccc(Cl)nn2)c1	1593	-4	-1	0	1.1	-6	6	-1	-13	1
2	COc1cc(-c2cc(C(=O)OCC(=O)Nc3ccc4c(c3)OCO4)c3ccccc3n2)cc(OC)c1OC	1563	0	-6	-6	0.9	-3	2	2	6	1
3	CN(c1ccccc1C(=O)O)S(=O)(=O)c1ccc2c3c(cccc13)C(=O)N2	1747	-2	-3	-4	0.8	-8	6	-5	20	1
4	COCC(=O)N(Cc1ccccc1)c1ccccn1	1510	-7	-2	8	1	-16	-8	-12	4	1.1
5	CC(C)(C)OC(=O)NCCC(=O)Oc1ccc2ccc(=O)oc2c1	1443	-8	-5	4	0.9	-3	3	-4	7	1.1
6	COc1ccc(-n2nnnc2SCc2nc(N)nc(N3CCOCC3)n2)cc1	1616	-5	0	0	0.9	-2	-1	-3	8	1.1
7	S=C(NCC1CCCO1)Nc1ccc(Cl)cc1Cl (centres undefined)	1452	-9	-6	0	1.2	-8	-9	2	-21	1.1
8	Cn1ccnc1SCC(=O)Nc1sccc1C#N	1539	0	-7	0	1	-8	2	1	-4	1
9	COc1cc(NC(=O)c2ccco2)c(OC)cc1NC(=O)Nc1cccc(Cl)c1	1704	-5	-3	4	1	-11	6	4	-1	1.1
10	CC(C)(C)OC(=O)N1CCC[C@H]1c1nnc(SCc2ccc(Cl)cc2Cl)o1	1366	-3	-4	-2	1	-4	-4	-3	-3	1
11	Fc1ccc(-n2nnc(-c3cnc4ccccc4c3)n2)cc1	1553	-3	-2	0	0.9	-7	-1	1	15	1
12	Cc1ccccc1NC(=O)NCCc1ccc(Cl)cc1	1532	-1	0	0	1	-4	-3	7	-2	1
13	COC(=O)c1ccccc1NC(=O)CSCC(=O)Nc1ccccc1	1622	-4	-5	1	0.9	-12	-1	1	9	1
14	COc1cccc(/C=C/C(=O)NCCc2ccc3c(c2)OCCO3)c1	1588	-4	3	3	1.1	-2	4	2	-5	1
15	COc1cccc(C2c3c(oc4ccccc4c3=O)C(=O)N2c2ccccn2)c1 (centres undefined)	1634	-8	-4	1	0.9	9	1	-3	6	1.1
16	COC(=O)C1=CN(c2ccc(OC)cc2)C=C(C(=O)OC)C1c1ccc(C)c([N+](=O)[O-])c1	1649	0	2	-3	1	-2	-3	-1	4	1
17	CN1CCN(S(=O)(=O)c2ccc(NC(=O)COc3ccccc3Cl)cc2)CC1	1511	-7	-1	-1	1	-9	10	-1	3	1.1
18	CCOC(=O)N1CCC(N2CCN(S(=O)(=O)c3ccc(NC(C)=O)cc3)CC2)CC1	1565	-6	-12	-4	1	2	2	-1	-2	1.1
19	O=C(CNc1ccc(F)cc1)N/N=C1\CCc2ccccc21	1559	-3	-11	0	1.1	-7	4	2	-7	1
20	COc1ccc(-c2ccc(-c3nnc(-c4cc(OC)ccc4OC)o3)cc2)cc1	1484	-3	-2	10	0.8	-12	9	-3	20	1
21	O=C(/C=C/c1cccs1)c1ccc(Br)cc1	1701	-1	4	3	0.9	1	11	5	8	1
22	Cc1cc(C)c2nc(N3CCCN(C(=O)c4cnccn4)CC3)c(C#N)cc2c1	1332	-3	-11	-1	1.1	-8	-2	5	-13	1
23	Cn1c(N)c(C(=O)COC(=O)c2cc(C(F)(F)F)nc3ccccc23)c(=O)n(Cc2ccccc2)c1=O	1485	0	-6	5	1	-1	7	5	4	1
24	COc1c(C)cc(C(=O)C2CCCN(Cc3cccc4nccnc34)C2)cc1C (centres undefined)	1574	0	-6	6	1.1	-2	-10	3	-9	1
25	N#CC1=C(N)C2=CCCC[C@H]2[C@H](c2ccc(Br)cc2)C1(C#N)C#N	1591	-2	0	3	1.3	-8	-7	0	-28	1
26	O=C(Oc1cccc2cccnc12)c1cccc(-n2cnnn2)c1	1586	-4	-6	-2	1	-8	4	-2	-2	1
27	NCCCNc1ccc([N+](=O)[O-])cc1C(F)(F)F	1471	-1	-6	-1	1	-2	2	7	3	1
28	COc1cccc(OC)c1C(=O)N1CCN(c2ccccn2)CC1	1524	-2	1	-4	1.2	-5	10	10	-16	1
29	O=C(COC(=O)c1cccnc1Cl)NCCC1=CCCCC1	1604	0	-1	-2	1.1	-7	6	4	-10	1
30	O=C(CNC(=O)c1ccc(Br)o1)OCC(=O)c1cccc([N+](=O)[O-])c1	1554	6	-2	2	1.2	1	-6	0	-23	0.9

Three compounds picked at random from the list so far, as already listed:
item	molecule	TR-FRET SRC-2 ct	TNAP inh hi DEA	HMGR II inh	PPARg SRC1 recr	bIAP act	TNAP inh no acc	PPARg SRC-2 ag	PPARg SRC-3 ag	bIAP inhibitor	TNAP act hi DEA
29	O=C(COC(=O)c1cccnc1Cl)NCCC1=CCCCC1	1604	0	-1	-2	1.1	-7	6	4	-10	1
21	O=C(/C=C/c1cccs1)c1ccc(Br)cc1	1701	-1	4	3	0.9	1	11	5	8	1
25	N#CC1=C(N)C2=CCCC[C@H]2[C@H](c2ccc(Br)cc2)C1(C#N)C#N	1591	-2	0	3	1.3	-8	-7	0	-28	1

Continuation.
item	molecule	TR-FRET SRC-2 ct	TNAP inh hi DEA	HMGR II inh	PPARg SRC1 recr	bIAP act	TNAP inh no acc	PPARg SRC-2 ag	PPARg SRC-3 ag	bIAP inhibitor	TNAP act hi DEA
31	CCC(C)NS(=O)(=O)c1ccc(-c2csnn2)s1 (centres undefined)	1814	-9	0	3	0.6	-5	14	12	36	1.1
32	CC(C)c1ccc(NC(=O)c2cccc(Br)c2)cc1	1770	-6	-2	6	0.8	-8	11	-5	18	1.1
33	Cn1cc([N+](=O)[O-])c(C(=O)N/N=C/c2cc3c(cc2Br)OCO3)n1	1485	-5	-1	4	0.9	-5	4	2	8	1
34	Cc1nn(C)cc1C(=O)Nc1ccccc1Br	1639	-1	-5	-1	1	-5	-3	0	-1	1
35	COc1cc([C@H]2[C@@H]3CCCC[C@]3(O)CCN2CC(=O)Nc2ccc(C)cc2C)ccc1O	1703	-3	2	2	1	-9	-6	-15	1	1
36	COc1ccc(N(C)S(=O)(=O)c2cccc3nsnc23)cc1	1512	0	1	4	1	-3	0	-1	-4	1
37	O=C(NCCNC1CCC(c2ccccc2)CC1)c1cccs1 (centres undefined)	1536	-6	-2	0	0.9	-9	-8	-2	12	1.1
38	NCCCC[C@H]1CNC(=S)N1CCc1cccc(F)c1	1550	-8	-4	5	0.7	-1	4	-2	32	1.1
39	Cc1ccc(C(=O)Nc2ccc3c(c2)CCC3)cc1	1522	-6	0	5	0.9	-10	1	-2	6	1.1
40	Clc1ccc(-c2nc3ncccn3c2Cl)cc1	1632	1	3	7	1.1	-3	-1	3	-10	1
41	CCOc1cc(C(=O)OCC(=O)Nc2cc(C)on2)ccc1OCC(C)C	1689	-3	-6	6	1	-9	-1	-3	0	1
42	COc1cc(C(=O)NCC(c2ccccc2)N(C)C)ccc1OCC(=O)N1CCOCC1 (centres undefined)	1509	-1	-10	-9	1.1	-7	-1	-1	-6	1
43	Cn1c(=O)[nH]c(=O)c2c1nc(NCc1ccco1)n2CCCc1ccccc1	1603	-7	2	5	0.9	-17	13	3	9	1.1
44	COc1cc2c(cc1OC)CN(Cc1cc(=O)oc3cc(C)c(C)cc13)CC2	1487	-3	1	4	0.8	-42	4	5	17	1
45	COc1ccc(NC(=O)N2CCc3ccccc32)cc1	1438	-4	-5	1	0.8	-7	0	1	22	1
46	COc1ccc(CCNC(=O)Nc2cccc([N+](=O)[O-])c2)cc1	1634	-3	-3	2	0.9	-9	9	4	9	1
47	COc1ccc(-c2nnn(CC(=O)N(C3CCCC3)C(C)C(=O)NC3CCCC3)n2)cc1OC (centres undefined)	1786	-4	-5	9	1.1	-17	4	4	-7	1
48	CC(C)NC(=O)NC(=O)COC(=O)c1cccc(OC(F)F)c1	1589	3	2	0	1	-8	2	-2	4	1
49	CCC(C)c1ccc(OCC(=O)O)cc1 (centres undefined)	1557	3	-4	-2	1	-3	-4	-16	2	1
50	O=C(CSc1n[nH]c(-c2cccs2)n1)N1CCCc2ccccc21	1478	-6	2	3	0.9	8	4	4	6	1.1
51	CCOc1ccc(N2C(=O)CS/C2=N/NC(=O)COc2ccc3ccccc3c2)cc1	1476	-5	-5	7	1	-6	8	23	1	1
52	O=C(Oc1ccc2c(=O)c(Cl)coc2c1)c1cccnc1	1561	-4	-7	-2	0.9	-10	0	2	7	1
53	CNC(=S)Nc1cccc(C(C)=O)c1	1513	-3	2	12	1	-10	4	4	-3	1
54	Cc1ccc(N2CCN(/N=C/c3ccccc3)CC2)cc1	1642	-2	-4	2	1	-4	1	5	-3	1
55	COc1ccc(C(=O)Nc2ccccc2-c2ccccc2)cc1Cl	1546	0	-6	0	0.5	-15	-3	0	47	1
56	CC(C)C(NC(=O)c1ccccc1)C(=O)NCC(c1ccccc1)N(C)C (centres undefined)	1659	-1	-2	-2	1	-9	0	1	0	1
57	COc1ccc(OC)c(S(=O)(=O)n2nc(C)cc2C)c1	1557	0	3	-1	0.9	-3	4	7	12	1
58	CC1(C)C=C(c2ccc(O)cc2)CC(C)(C)N1	1627	-7	-3	1	1	0	0	1	0	1.1
59	CCOC(=O)c1ccc(N2C(=O)CC(N3CCN(C(=O)c4ccco4)CC3)C2=O)cc1 (centres undefined)	1389	-5	-5	4	0.8	-9	0	4	15	1
60	COc1ccc(OCC(=O)N/N=C(\C)c2ccc(-n3ccnc3)cc2)cc1	1553	-5	1	-3	0.9	-8	-4	4	10	1.1
61	O=C(NCc1ccccn1)C1CCCN(S(=O)(=O)c2cccc3nsnc23)C1 (centres undefined)	1487	1	-1	-4	0.9	-11	-3	3	11	1
62	CCC(=O)N(Cc1ccco1)Cc1cc2cccc(C)c2n2nnnc12	1646	-6	-3	3	1.1	-12	9	2	-6	1.1
63	O=C(Cc1ccc(F)cc1)Nc1nnc(SCC(=O)N2CCCCC2)s1	1603	-5	-9	9	1.1	-12	2	4	-8	1
64	CCCc1[nH]n(-c2ccc(F)cc2)c(=O)c1C=NCC1CCCO1 (centres undefined)	1521	-9	1	1	0.9	-11	-8	0	5	1.1
65	COc1cc(CC(=O)OCC(=O)Nc2ccc(N3CCOCC3)cc2)cc(OC)c1OC	1613	-4	-9	3	1	-10	-2	-2	-4	1
66	C/C(=N\NC(=O)c1ccccc1)c1ccc(-n2ccnc2)cc1	1461	-2	2	2	1	-6	2	1	-3	1
67	CC1=C(C(=O)Nc2ccccc2)C(c2cc(CN3CCOCC3)cs2)C2=C(CCCC2=O)N1 (centres undefined)	1540	1	-5	-7	1.1	-7	2	1	-8	1
68	O=C(/C=C/c1cccs1)N1CCN(Cc2ccc3c(c2)OCO3)CC1	1376	-2	-2	1	0.9	-14	-5	6	8	1
69	CCN1CCCC1CNS(=O)(=O)c1cccc(C(F)(F)F)c1 (centres undefined)	1485	0	-1	2	1	-5	-1	2	-4	1
70	COc1ccc(N2C(=O)CC(NCc3ccncc3)C2=O)cc1 (centres undefined)	1611	-1	-4	-4	1.1	-5	-1	-10	-6	1

High-throughput results from PubChem BioAssay.
